Hep lipid drop = inhibitors of hepatocyte lipid droplet formation, primary screen, imaging, high-throughput imaging, BODIPY stain; AML12 mouse hepatocytes, oleate lipid droplets; inhibition, % at 6.5 µM; hit rate 0.4% among 240,000;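 active = lipid droplet intensity inhibited by at least 50%, with more than 500 cells counted; inconclusive = wells with under 300 cells, treated as cytotoxic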
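Assay system: AML12 hepatocytes (mouse) / Also added: 100 µM oleic acid challenge / Times: overnight treatment with compound plus oleate / Detection: high-content imaging of BODIPY-stained droplets and DAPI nuclei / Evaluation: % inhibition of lipid droplet signal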
Myeloid diff 2 = induction of myeloid progenitor differentiation, primary screen, cell-based, flow cytometry, MLPCN library; ER-HoxA9 myeloid progenitors, lysozyme-GFP differentiation; calls only at 10 µM; hit rate 1% among 360,000;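 active = normalized GFP-positive differentiation at or above the plate's own cutoff, the solvent-only control mean plus 3 SD; inconclusive = no clear call, values can overlap the other calls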;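 note: cells exposed to compound for four days before flow analysis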
T cell modulator = modulators of CD8 T cell-vesicle binding, primary screen, mouse 2C CD8+ T cells, flow cytometry | 2C CD8+ T cell-vesicle binding; active compounds read low | calls only at 7 µM | hit rate 0.068% among 330,000;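 active = response, share of CD8 T cells binding vesicles, and their 90th percentile fluorescence all below set limits, cut at about 80% in these data, passing the limit was not always enough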
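System: murine 2C transgenic CD8+ T lymphocytes; also added: QL9-loaded Drosophila micro-vesicles; times: binding 1.5 h at 37 °C; measured by: flow cytometry, PE anti-B7-1 (FL2) versus Alexa647 anti-CD8 (FL8), PFA-fixed; control set: Peptide-free naked vesicles (low) and QL9 vesicles with 0.7% DMSO vehicle (high)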
Hep lipid drop cells 6.5 µM = second read-out of Hep lipid drop, no call of its own (marks repeat the call); cell count; measured here: cell count, cytotoxicity flag;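 cells counted across two imaged fields per well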
T cell modulator vesicle-bound % = recorded beside T cell modulator, whose call it bears; double positive events, %; measured here: CD8+ vesicle-bound cell fraction;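 binding gate set so that unloaded-vesicle control wells show 10% double positive cells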
Myeloid diff 2 GFP+ MAC1+ % = further read-out of Myeloid diff 2, marked with its call; GFP+ MAC1+ double positive, %; measured here: differentiation confirmed by MAC1 staining
Starred values were filed as active, the others as inactive; i = inactive; ? = inconclusive; . = not tested or not shown.

Start of the data: the first 7 entries, ahead of the listing:
SMILES	Hep lipid drop	Hep lipid drop cells 6.5 µM	Myeloid diff 2	Myeloid diff 2 GFP+ MAC1+ %	T cell modulator	T cell modulator vesicle-bound %
CC(=O)N1CCCc2cc(S(=O)(=O)N3CCCC(C(=O)Nc4cccc(F)c4)C3)ccc21 (centres undefined)	11	659	i	0.0	i	8
COc1ccc(C(=O)Nc2ccccc2C(=O)NCc2ccco2)cc1	-20	738	?	.	i	24
CCOc1ccc(NC(=O)c2c(NC(=O)CNCCN3CCOCC3)sc3c2CCC3)cc1	-8	788	i	1.2	i	45
O=C1C=C(O)c2cccc3cccc1c23	-6	747	i	0.4	i	53
COc1cccc(CCC(=O)N2CCC(n3nccc3NC(=O)C3CCOC3)CC2)c1 (centres undefined)	-3	713	i	0.3	i	15
COc1ccc(-c2cncnc2-c2ccc(OC)cc2O)cc1	-12	758	i	0.2	i	24
Nc1cc(=O)[nH]c(SCC(=O)Nc2ccc(Oc3ccccc3)cc2)n1	34	855	i	0.2	i	14

Main list, previewed entries included:
SMILES	Hep lipid drop	Hep lipid drop cells 6.5 µM	Myeloid diff 2	Myeloid diff 2 GFP+ MAC1+ %	T cell modulator	T cell modulator vesicle-bound %
CC(=O)N1CCCc2cc(S(=O)(=O)N3CCCC(C(=O)Nc4cccc(F)c4)C3)ccc21 (centres undefined)	11	659	i	0.0	i	8
COc1ccc(C(=O)Nc2ccccc2C(=O)NCc2ccco2)cc1	-20	738	?	.	i	24
CCOc1ccc(NC(=O)c2c(NC(=O)CNCCN3CCOCC3)sc3c2CCC3)cc1	-8	788	i	1.2	i	45
O=C1C=C(O)c2cccc3cccc1c23	-6	747	i	0.4	i	53
COc1cccc(CCC(=O)N2CCC(n3nccc3NC(=O)C3CCOC3)CC2)c1 (centres undefined)	-3	713	i	0.3	i	15
COc1ccc(-c2cncnc2-c2ccc(OC)cc2O)cc1	-12	758	i	0.2	i	24
Nc1cc(=O)[nH]c(SCC(=O)Nc2ccc(Oc3ccccc3)cc2)n1	34	855	i	0.2	i	14
Cc1ccc(C(=O)NCCc2nnc3ccc(SCC(=O)NCc4ccc(F)cc4)nn23)cc1	-18	766	i	0.5	i	67
CCN(CC)C(=O)CSc1nnc(-c2c[nH]c3ccccc23)o1	-6	796	i	0.5	i	46
COc1ccccc1N1CCN(C(=O)CCNC(=O)Cn2ccc3ccccc3c2=O)CC1	-1	790	i	1.5	i	26
Oc1ccccc1C1=NN(c2ccccc2)C(c2ccccc2)C1 (centres undefined)	-13	786	i	0.2	i	35
COc1ccc(OC(C)C(=O)NC2CCCCCCC2)cc1 (centres undefined)	-21	705	i	1.0	i	13
CC1CCCCN1CCNC(=O)C1CCCN(c2ncnc3c2nc2n3CCCCC2)C1 (centres undefined)	-5	793	i	1.7	i	13
O=C1[C@@H]2Cc3c([nH]c4ccccc34)C(c3ccc(Cl)cc3)N2C(=O)CN1CCO (some centres undefined)	-1	868	i	0.7	i	56
C/C(=C\c1cccc(Cl)c1Cl)C(=O)c1c(C)cc(C)[nH]c1=O	52*	821*	i	0.7	i	65
Cc1cccc(C(=O)NC(C)c2ccc(-n3ccnc3)cc2)c1C (centres undefined)	-6	631	i	0.7	i	14
Cc1cc(C)c(S(=O)(=O)N2CCN(S(=O)(=O)N3CCCCCC3)CC2)c(C)c1	-8	789	i	0.9	i	21
COc1cccc(C(C(=O)NC2CCCC2)N(C(=O)c2ccco2)c2ccccc2F)c1OC (centres undefined)	-58	794	i	1.6	i	25
Cc1[nH]c2ccccc2c1-c1nc(N)sc1C	-1	809	i	0.8	i	34
CC(C)Oc1ccc(C(=O)NC2CCSc3ccccc32)cc1 (centres undefined)	-7	700	i	3.4	i	67
COc1ccc(C(O)(C(C)C)C(CN2CCOCC2)c2ccccc2)cc1 (centres undefined)	-18	806	i	0.6	i	32
O=C1C(=O)N(Cc2ccncc2)C(c2ccccc2F)/C1=C(\O)c1ccc2c(c1)OCCO2 (centres undefined)	-16	688	i	5.5	i	31
c1ccc(C2CC(c3ccccc3)C(c3ccccc3)N2)cc1 (centres undefined)	-7	805	i	0.5	i	42
CCc1ccc2oc(C(=O)Nc3nonc3CC)c(C)c2c1	14	780	i	0.4	i	6
COc1ccc(C)cc1S(=O)(=O)N1CCN(c2ccccc2)CC1	8	810	i	0.6	i	51
CC(C)(C)c1ccc(C(=O)Nc2ccc(C(=O)N3CCOCC3)cc2)cc1	10	670	i	0.7	i	64
Cc1ccc(CC(=O)NCCc2ccc(S(N)(=O)=O)cc2)cc1	1	765	i	0.5	i	64
O=C(O)c1ccc(S(=O)(=O)NCc2ccc3c(c2)OCO3)cc1	-10	729	i	0.5	i	11
CC(=O)N1CCSc2ccc(S(=O)(=O)N3CCC(C)CC3)cc21	3	706	i	5.3	i	33
COc1ccccc1CNC(=O)Cc1ccc(OC)c(OC)c1	-2	874	i	0.1	i	26
O=C(CN(Cc1ccc(Cl)cc1)C(=O)CN1C(=O)COc2ccccc21)NC1CCCC1	-7	810	i	0.5	i	10
CC1CC(C)CN(CCCNC(=O)C2CCCN(S(=O)(=O)N3CC(C)CC(C)C3)C2)C1 (centres undefined)	-12	709	i	1.2	i	28
CN(C)c1ccc(/C=N/NC(=O)CNC(=O)/C=C/c2ccco2)cc1	-8	828	i	1.7	i	22
O=C(O)c1cc(NC(=O)c2cccc(N3C(=O)c4ccccc4C3=O)c2)cc(C(=O)O)c1	1	860	i	1.5	i	9
Cc1nc(Cl)sc1C(=O)Nc1cccc(Cl)c1	-9	767	i	0.7	i	11
CN(C)CCn1c(=O)n(Cc2ccccc2)c(=O)c2c3c(sc21)CCCCC3	2	843	i	0.5	i	31
COc1cc(/C=N/N2CCN(Cc3ccccc3)CC2)cc(OC)c1OC(C)=O	10	899	i	1.0	i	60
CCn1c(CC(=O)Nc2ccccc2F)nnc1SCC(=O)N1CCOCC1	8	803	i	1.6	i	22
O=C(CN1CCN(c2ccc(F)cc2)CC1)NCc1ccc(Cl)cc1	-7	752	i	2.0	i	58
Cn1c(NC2CCCCC2)cc(=O)n(C)c1=O	-2	828	i	0.6	i	13
CN1C(=O)C(C)(C)c2cc(S(=O)(=O)N(C)Cc3ccccc3)ccc21	-28	766	i	2.2	i	35
O=C(CN1C(=O)NC2(CCCC2)C1=O)N1CCN(S(=O)(=O)c2cccc(F)c2)CC1	6	630	i	1.2	i	15
Cn1c(=O)c2c(nc(NCCNC(=O)c3ccco3)n2Cc2ccc(F)cc2)n(C)c1=O	-8	843	i	0.6	i	53
CCn1c(SCC(=O)NC2CCCC2)nnc1C(C)NC(=O)c1ccccc1Br (centres undefined)	-14	818	i	3.2	i	16
CSC[C@H](NC(=O)Cc1c(C)c2cc3c(C)c(C)oc3cc2oc1=O)C(=O)N[C@@H](Cc1ccccc1)C(=O)O	-8	794	i	1.5	i	13
CCC(CC)C(=O)Nc1c2c(nn1-c1ccc(F)cc1)CS(=O)(=O)C2	-15	721	i	0.4	i	41
COC(=O)c1cc(COC(=O)COc2ccc(C)c(C)c2)oc1C	2	728	i	0.6	i	13
O=C(CS(=O)(=O)c1ccccc1)NCc1ccccc1	5	808	i	1.6	i	57
CCC(C)c1ccc(NC(=S)N2CCN(c3ccccn3)CC2)cc1 (centres undefined)	0	792	i	3.1	i	12
CC(=O)c1ccc(NC(=O)CCc2ccc(C)o2)cc1	-2	778	i	0.5	i	27
Remaining list, next part
SMILES	Hep lipid drop	Hep lipid drop cells 6.5 µM	Myeloid diff 2	Myeloid diff 2 GFP+ MAC1+ %	T cell modulator	T cell modulator vesicle-bound %
CC(=O)N1CCCc2cc(S(=O)(=O)N3CCCC(C(=O)NCc4ccc(C)cc4)C3)ccc21 (centres undefined)	-6	691	i	0.0	i	10
COc1ccc(C(OCC(O)CN2CCC(O)CC2)c2ccc(OC)cc2)cc1 (centres undefined)	-1	765	i	0.7	i	10
COc1ccc(C(=O)NC(C)C2CC3CCC2C3)c(OC)c1 (centres undefined)	-4	758	i	1.5	i	39
CCCCCN(C(=O)CCC(=O)OCc1ccc(C(C)(C)C)cc1)c1c(N)n(CCCC)c(=O)[nH]c1=O	-19	684	i	0.3	i	17
O=C1CC(NC2CCN(C(=O)c3cccc(F)c3)CC2)C(=O)N1 (centres undefined)	-4	784	i	0.5	i	18
Cc1c(C(=O)O)cccc1-c1ccc(/C=C2\SC(=O)NC2=O)o1	2	812	i	0.3	i	39
COc1ccc(C)cc1NC(=O)CSc1nc2ccccc2nc1N1CCCC1	14	763	i	3.5	i	34
COC(CNC(=O)c1ccc2c(c1)nc(C)n2-c1cccc(C)c1)OC	10	809	i	0.3	i	45
Cc1ccccc1C(=O)NC(CC(C)C)C(=O)N1CCN(c2ccccc2)CC1 (centres undefined)	0	786	i	0.3	i	26
CS(=O)(=O)CCC(C(=O)O)N1C(=O)c2ccc(Oc3ccc(Cl)cc3)cc2C1=O (centres undefined)	5	854	i	0.2	i	18
COc1ccc(N2C(=NC(=O)CCC3CCCC3)SC3CS(=O)(=O)CC32)cc1 (centres undefined)	-2	789	i	2.4	i	34
O=C(O)CC(Cc1ccc(Cl)cc1)C(=O)Nc1ccccc1 (centres undefined)	1	824	i	0.8	i	63
CC(C)N(C(C)C)S(=O)(=O)c1ccc(N2CCc3ccccc3C2)nc1	-8	818	i	2.5	i	12
O=C(Cn1cc([N+](=O)[O-])cn1)NCc1ccccc1	2	775	i	0.3	i	68
COc1cccc(C(=O)NCCCNC(=O)c2cccc(OC)c2)c1	-9	782	i	1.0	i	48
COC(=O)Nc1ccc(S(=O)(=O)Nc2cc(C(F)(F)F)c[nH]c2=O)cc1	-2	839	i	0.3	i	31
O=C(NNC(=O)c1cc(Br)ccc1Cl)c1csc(N2CCOCC2)n1	7	848	i	2.9	i	13
COc1cc(/C=N/NC(=O)c2nnn(-c3nonc3N)c2-c2cccs2)ccc1O	-2	667	i	4.8	i	25
COCCn1c(SCC(=O)NC2CCCCC2C)nc2ccccc2c1=O (centres undefined)	12	610	i	0.2	i	7
COc1ccc(-c2nc(CS(=O)CC(=O)NC3CCCCC3C)c(C)o2)cc1 (centres undefined)	-4	642	i	3.2	i	8

Single records, as listed above:
O=C(NNC(=O)c1cc(Br)ccc1Cl)c1csc(N2CCOCC2)n1 reads Hep lipid drop = 7; Hep lipid drop cells 6.5 µM = 848; Myeloid diff 2 = i; Myeloid diff 2 GFP+ MAC1+ % = 2.9; T cell modulator = i; T cell modulator vesicle-bound % = 13
O=C(O)CC(Cc1ccc(Cl)cc1)C(=O)Nc1ccccc1 (centres undefined) reads Hep lipid drop = 1; Hep lipid drop cells 6.5 µM = 824; Myeloid diff 2 = i; Myeloid diff 2 GFP+ MAC1+ % = 0.8; T cell modulator = i; T cell modulator vesicle-bound % = 63

Continuation:
SMILES	Hep lipid drop	Hep lipid drop cells 6.5 µM	Myeloid diff 2	Myeloid diff 2 GFP+ MAC1+ %	T cell modulator	T cell modulator vesicle-bound %
COc1ccccc1/C=N/NC(=O)c1nnn(-c2nonc2N)c1-c1ccccc1	-7	718	i	0.6	i	9
COc1ccc(N2CCN(C(=O)CCNS(=O)(=O)c3ccc(C)cc3)CC2)cc1	-2	856	i	1.0	i	18
CCOC(=O)C1CCN(C(=O)CSc2nc3ncccc3[nH]2)CC1	9	736	i	1.6	i	17
CCN(CC(=O)N1CCOCC1)S(=O)(=O)c1cc(Cl)ccc1Cl	0	836	i	0.6	i	61
Nc1[nH]ncc1S(=O)(=O)c1ccccc1	3	835	i	0.4	i	50
O=C(Nc1cccc(F)c1)C1CCCN(c2cnccn2)C1 (centres undefined)	17	765	i	0.0	i	8
Cc1cc(C)c(C#N)c(SCC(O)COc2ccc(Br)cc2)n1 (centres undefined)	4	715	i	0.5	i	25
COC(=O)c1ccc(CNC(=O)C2CCC(=O)N(CCc3ccccc3)C2)cc1 (centres undefined)	18	697	i	0.7	i	14
CC(=O)Oc1ccc(/C=C(\NC(=O)c2ccco2)C(=O)Nc2ccc(C(C)=O)cc2)cc1	-7	808	i	0.7	i	49
CN(C)Cc1c(C(=O)N/N=C/CCc2ccccc2)nnn1-c1nonc1N	15	688	i	1.2	i	13
CCC(C)NC(=O)CCn1c(=O)c2cccn2c2ccc(F)cc21 (centres undefined)	-14	846	i	0.5	i	36
CCc1nc2ccc(C(=O)N3CCN(c4cccc(C(F)(F)F)c4)CC3)cc2nc1CC	-7	739	i	0.0	i	2
NS(=O)(=O)c1ccc(S(=O)(=O)N(CCc2ccccc2)Cc2ccccn2)cc1	-6	802	i	0.7	i	62
Cc1ccn(CCC(=O)N2c3ccccc3CC2C)n1 (centres undefined)	-4	710	i	1.9	i	8
Clc1ccccc1Cn1nnc2ccccc21	-24	775	i	1.2	i	17

Screening results deposited in PubChem by several laboratories.

Some of the compounds tested; the hit share may differ from the screen's.
